Pol kappa inh: qHTS for Inhibitors of Polymerase Kappa. hit rate 0.53% among 400,000. purified Pol kappa, fluorescent DNA synthesis assay, 10 min. AID 588579, 2011. DNA polymerase kappa (Homo sapiens), Q9UBT6. Potency, µM (series often up to 107 µM), inactives show top-dose activity, negative = inhibition, hits mostly inhibitors; note: potency is the fitted concentration of half-maximal effect; % is set by controls: 0 for no effect and ±100 for the full control effect
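Kinetic fluorescence screen: compound preincubated 15 min RT with 10 nM enzyme; 50 nM substrate (final) initiates; reads at 0/10 min.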
Anesthetic bind: qHTS Assay for Identification of Novel General Anesthetics; apoferritin/1-aminoanthracene competitive binding, fluorescence; Potency, µM (highest dose often 77.5 µM), without a hit: at the top dose activity change, negative = displacement, usual class: inhibitors; hit rate 0.074% among 350,000; AID 485281, 2010; note: potency is the fitted concentration of half-maximal effect; % is set by controls: 0 for no effect and ±100 for the full control effect; nearly all actives have a fitted effect of over 20% in size
Target sequence (P02791 2-175 limits assumed): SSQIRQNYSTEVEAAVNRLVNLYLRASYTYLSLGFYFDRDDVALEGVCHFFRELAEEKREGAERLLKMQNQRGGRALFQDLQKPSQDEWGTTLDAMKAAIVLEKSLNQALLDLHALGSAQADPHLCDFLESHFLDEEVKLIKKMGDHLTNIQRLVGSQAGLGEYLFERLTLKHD
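Read-out: endpoint 1-AMA fluorescence, excitation 380 nm and emission 535 nm, after compounds sit 10 min at room temperature with 10 uM horse-spleen apoferritin in 50% saturated 1-AMA/PBS. Values come from four-parameter Hill fits.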
POLI inh: qHTS for Inhibitors of Polymerase Iota | DNA polymerase iota (Homo sapiens), Q9UNA4 | Pol iota fluorescent replication assay, 10 min | Potency, µM (highest dose often 115 µM), inactives show at the highest dose activity, negative = inhibition, actives largely listed as inhibitors | hit rate 1% among 390,000 | AID 588590, 2011; note: potency is the fitted concentration of half-maximal effect
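Fluorescent replication assay read twice, at 0 min and 10 min after adding 50 nM (final) substrate. Enzyme (10 nM) and compounds were first incubated 15 min at room temperature; enzyme-free buffer wells were negative controls.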
POLH inh: qHTS for Inhibitors of Polymerase Eta; AID 588591, 2011; hit rate 1.2% among 390,000; Potency, µM (top dose mostly 114 µM), inactives show at the top dose activity change, negative = inhibition, hits mostly inhibitors; DNA polymerase eta (Homo sapiens), Q9Y253; recombinant Pol eta, fluorescent DNA replication assay; note: potency is the fitted concentration of half-maximal effect; % is set by controls: 0 for no effect and ±100 for the full control effect
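Pol eta (10 nM) was preincubated with compounds for 15 min at room temperature, after which fluorescent replication substrate (50 nM final) was added to start the reaction. Fluorescence was read kinetically at 0 and 10 min.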
BLM helicase inh: qHTS Assay for Inhibitors of Bloom's syndrome helicase (BLM) | RecQ-like DNA helicase BLM (Homo sapiens), P54132 | recombinant BLM DNA unwinding, fluorescence dequenching | Potency, µM (highest dose often 56.1 µM), inactives show top-dose activity change, negative = inhibition, usual class: inhibitors | hit rate 0.2% among 350,000;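 note: potency is the fitted concentration of half-maximal effect; plate controls were vehicle for no effect and no enzyme for full effect; nearly all actives have a fitted effect of over 35% in size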
APEX1 inh: qHTS Assay for Inhibitors of the Human Apurinic/apyrimidinic Endonuclease 1 (APE1). DNA repair nuclease/redox regulator APEX1 (Homo sapiens), P27695. recombinant APE1, TAMRA/BHQ-2 abasic DNA cleavage fluorescence. Potency, µM (doses to about 65.8 µM), without a hit: at the top dose activity change, negative = inhibition, usual class: inhibitors. hit rate 0.35% among 350,000. AID 2517, 2012;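 note: potency is the fitted concentration of half-maximal effect; plate controls were vehicle for no effect and reference inhibitor for full effect; nearly all actives have a fitted effect of over 55% in size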
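Endonuclease cleavage of a quenched abasic-site DNA duplex (50 nM) by APE1 (0.75 nM) was tracked by TAMRA dequenching. Compounds were preincubated with enzyme 15 min at room temperature; data normalized to buffer-only and DMSO wells plus NSC13755 control.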
RXFP1 antagonist: qHTS Assay for Antagonists of the Relaxin Receptor RXFP1; Relaxin receptor 1 (Homo sapiens), Q9HBX9; HEK293-RXFP1, relaxin-stimulated cAMP HTRF, 30 min; hits give low values; activity change, negative = inhibition, % at 57.5 µM; hit rate 0.59% among 350,000;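 active = activity change of -60% or lower, but not beyond a set lower limit; inconclusive = change between -60% and -40%, or beyond the set limit; inactive = change above -40%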; note: % is set by controls: 0 for no effect and ±100 for the full control effect
Target sequence (Q9HBX9 whole entry, looked up): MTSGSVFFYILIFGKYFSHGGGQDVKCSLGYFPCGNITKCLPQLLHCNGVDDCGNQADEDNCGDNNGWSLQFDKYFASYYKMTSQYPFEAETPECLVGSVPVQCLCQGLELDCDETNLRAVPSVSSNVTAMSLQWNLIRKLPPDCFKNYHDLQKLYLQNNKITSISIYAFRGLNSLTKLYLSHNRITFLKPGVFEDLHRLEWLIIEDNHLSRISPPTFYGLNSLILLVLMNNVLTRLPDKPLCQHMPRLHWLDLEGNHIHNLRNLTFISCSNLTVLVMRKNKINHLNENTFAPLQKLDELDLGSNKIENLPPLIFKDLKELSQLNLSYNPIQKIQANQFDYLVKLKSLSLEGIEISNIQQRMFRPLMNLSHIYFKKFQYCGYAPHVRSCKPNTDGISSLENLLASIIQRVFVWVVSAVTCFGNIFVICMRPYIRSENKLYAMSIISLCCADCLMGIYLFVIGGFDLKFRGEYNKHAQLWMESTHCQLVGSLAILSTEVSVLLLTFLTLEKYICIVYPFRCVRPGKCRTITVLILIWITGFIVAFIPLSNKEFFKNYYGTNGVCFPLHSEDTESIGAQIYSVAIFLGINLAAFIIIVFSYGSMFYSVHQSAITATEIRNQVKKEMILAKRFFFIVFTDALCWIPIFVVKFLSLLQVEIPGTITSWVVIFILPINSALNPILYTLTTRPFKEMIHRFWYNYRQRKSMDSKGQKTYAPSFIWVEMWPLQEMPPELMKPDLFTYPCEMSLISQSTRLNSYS
Pol beta inh: qHTS Assay for Inhibitors of DNA Polymerase Beta. Pol beta primer extension/strand displacement, fluorescence kinetic. AID 485314, 2010. hit rate 1.3% among 340,000. P06746. Potency, µM (series often up to 114 µM), for the others: top-dose activity change, negative = inhibition, actives largely listed as inhibitors; note: potency is the fitted concentration of half-maximal effect; % is set by controls: 0 for no effect and ±100 for the full control effect
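Curves were derived by four-parameter Hill fits of normalized qHTS data. The kinetic fluorescent primer-extension read was taken at 0 and 10 min after 50 nM substrate, following a 15 min room-temperature preincubation of 10 nM enzyme with compounds.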
PGK inhibitor: qHTS Assay to Find Inhibitors of Phosphoglycerate Kinase; Phosphoglycerate kinase, glycosomal (Trypanosoma brucei brucei), P07378; AID 602233, 2012; Potency, µM (series often up to 57.5 µM), for inactives: at the top dose activity change, negative = inhibition, usual class: inhibitors; PGK/GAPDH coupled, Kinase-Glo luminescence, 60 min; hit rate 0.043% among 380,000; note: potency is the fitted concentration of half-maximal effect; % is set by controls: 0 for no effect and ±100 for the full control effect; nearly all actives have a fitted effect of over 60% in size
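Luminescent ATP detection (Kinase-Glo Plus) follows a 60-minute room-temperature incubation, with wells lacking PGK as controls. Buffer: 100 mM TEA (pH 7.6), 5 mM MgCl2, 0.01% Tween-20. Coupling enzyme GAPDH (100 nM final) supplies unstable 1,3-BPG in-well.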
The depositor's hits bear a star; i = inactive; ? = inconclusive; / = not tested or not shown; & = joins results of further samples; [ ] = dose if it differs, or a comment. Unless noted, calls come from the whole dose curve; as a rule, active = well fitted curve in the direction sought with a large enough effect; inconclusive = small, poorly fitted or top-dose-only effect, or another doubt; inactive = no such curve, though single readings can be large; an effect the other way counts as inactive or inconclusive.

Structure,Pol beta inh,POLI inh,BLM helicase inh,RXFP1 antagonist,APEX1 inh,POLH inh,Anesthetic bind,Pol kappa inh,PGK inhibitor
O=C(NCC(=O)N(c1ccccc1F)C(C(=O)NC1CCCC1)c1ccncc1)c1ccco1 (stereo not given),21%,60%[activator],-7%,12,14%,-7%,-5%,-1%,7%
CCOC(=O)N1CCN(c2nc3ccc(C)cc3n3cnnc23)CC1,56%,3%,2%,2,-8%,3%,-4%,-17%,5%
O=S(=O)(NCC1(N2CCOCC2)CCCCC1)c1ccc(F)c(F)c1F,/,13%,/,-3,-22%,-5%,/,-13%,9%
COc1ccc(N2CCN(CCCNC(=O)CN3C(=O)COc4ccccc43)CC2)cc1,14%,15%,-4%,-8,55%[activator],-6%,-5%,12%,-8%
COc1cccc(NC(=O)COc2ccc(Br)c(C)c2)c1,1%,-3%,-7%,-4,-8%,-20%,-3%,4%,-11%
CC(NCCc1ccc(O)cc1)C(O)c1ccc(O)cc1 (stereo not given),10%,9%,3%&-3%,/,3%&-1%,-10%,1%&-7%,-9%,5%
Oc1cccc(/C=N/Nc2cc(N3CCOCC3)nc(N3CCOCC3)n2)c1,-22%,34%[activator],-6%,3,1%,-18%,-9%,-12%,6%
C=CCn1c(SCC(=O)NCc2ccc3c(c2)OCO3)nnc1C1CCCCC1,1%,14%,-2%,0,-5%,-8%,?,-22%,-7%
CC1=NNC(=O)C1CCC(=O)N/N=C/C=C/c1ccccc1 (stereo not given),-2%,37%[activator],4%,-5,-3%,-10%,-5%,8%,-6%
Cc1onc(-c2ccccc2)c1C(=O)Nc1ccc(Cl)cn1,?,175%[activator],-2%,-4,3%,-9%,-13%,-14%,-1%
COc1cc(/C=N/NC(=S)NC(C)C)ccc1OCC(=O)Nc1c(C)cc(C)cc1C,19%,8%,-6%,-6,2%,-2%,-10%,-10%,-9%
Cc1ccccc1NC(=O)c1cccc(NC(=O)c2ccco2)c1,17%,157%[activator],-1%,-3,34%,-7%,1%,5%,-9%
CSc1nnc(-c2ccccc2)c(=O)[nH]1,12%,6%,-1%,-3,3%,-7%,-5%,-12%,4%
Cc1cc(C)cc(NC(=O)CN2CCN(C(=O)C3CCCO3)CC2)c1 (stereo not given),7%,31%[activator],0%,3,37%,4%,-3%,-6%,10%
Cc1ccc2nc(-c3cccnc3)c(NC3CCCC3)n2c1,-18%,12%,1%,/,14%,-16%,3%,7%,-3%
CCCCOC(=O)c1cc(Cl)c(O)c(OC)c1,19%,23%,1%,-6,0%,-21%,-3%,-1%,-4%
CCOc1cccc(C(=O)NCc2ccccc2)c1,-8%,41%[activator],-5%,-15,0%,-20%,-15%,0%,i
CC(C)CCNC(=O)CN(C(=O)Cn1nnc(-c2ccc(F)cc2)n1)C1CCCC1,29%,-6%,-4%,4,11%,-8%,-14%,-10%,5%
O=C(NCCNC(=O)c1ccco1)c1ccc(F)cc1,-11%,119%[activator],0%,-4,-2%,-22%,-12%,0%,-6%
CC(C)CCNC(=O)Cn1c(-c2cccs2)cc2cc(F)ccc21,0%,14%,0%,-9,/,-18%,95%[activator],-12%,-6%
O=C1c2ccccc2C(=O)N1CC1c2ccccc2CCN1S(=O)(=O)c1ccccc1 (stereo not given),26%,?,-7%,-2,-9%,-17%,-23%,-2%,1%
COc1cc(OC)cc(-c2sc3ccc(OC)cc3c2C#CC2(N)CCCCC2)c1,/,-4%,/,/,6%,-27%,/,5%,-1%
Cc1cccn2cc(CSc3ccccc3N)nc12,2%,3%[58.9 µM],0%,-9,2%,-16%,-15%,1%,-4%
C=CCC[C@H](Cc1ccc(F)cc1)C(=O)OC[C@@H](NC(=O)[C@@H](CC=C)CC(=O)N[C@@H](CO)Cc1ccccc1)C(C)(C)C,/,6%,/,/,-27%,-23%,/,1%,i
Cc1nccn1-c1ncnc2sc3c(c12)CCCC3,-23%,15%,-1%,0,-1%,3%,-13%,-8%[60.1 µM],-2%
CC1CCCCN1CCCNC(=O)Cn1ncc2c([nH]c3ccccc32)c1=O (stereo not given),19%&1%,-16%&26%,0%&15%,34&-8,54%[activator],-8%&-15%,-5%&12%,2%&5%,-5%
Cc1ccc2cc(C)c(N3CCN(c4ccccn4)CC3)nc2c1,?,14%,-3%,/,-3%,-5%,-12%,-19%,3%
O=C(Nc1ccccc1)Nc1sccc1-c1nc2ccccc2s1,23%,98%[activator],-9%,-26,-7%,-20%,4%,-10%,i
COc1ccc2c(c1)[nH]c1c(=O)n(Cc3ccccn3)cnc12,-11%,20%,-2%,9,7%,-3%,-6%,-5%,-9%
COc1ccc([N+](=O)[O-])cc1NC(=O)CSc1ccccc1,1%,2%,-8%,3,-2%,9%,?,-16%,-8%
CCC(=O)Oc1ccc(C(=O)Nc2cccc(C(=O)NCC(C)C)c2)cc1,0%,63%[activator],-4%,-5,5%,2%,-12%,-15%,i
Fc1ccc(CNC(=S)Nc2cccc(C(F)(F)F)c2)cc1,2%,4%,-21%,-12,3%,-18%,-15%,-8%,-4%
C#CCSc1nnnn1-c1cccc(Cl)c1,33%[activator],3%,0%,-8,?,-8%,?,7%,1%
COc1ccc(Cl)cc1Nc1nnc(-c2ccncc2)s1,?,58%[activator],-6%,2,8.4µM*,?,-2%,0%,-10%
CC(C)(C)c1ccc(C(=O)N2CCC(C(=O)NC3CC3)CC2)cc1,3%,26%,-5%,1,2%,1%,2%,3%,0%
FC(F)(F)c1ccccc1NC(=S)N1CCN(c2ccccn2)CC1,-9%,23%,-2%,-1,-3%,-22%,-8%,2%,?
O=C(Nc1cccc(C(=O)Nc2ccccc2C(=O)O)c1)c1cccc(Cl)c1,/,-3%,/,-18,/,12%,/,3%,-14%
COc1ccc(-c2csc(N3CCN(S(=O)(=O)c4ccc5c(c4)NC(=O)CO5)CC3)n2)cc1,?,1%,-6%,-4,-4%,-15%,-16%,-10%,2%
O=C(c1ccccc1)N(Cc1cccnc1)C1(C(=O)Nc2ccccc2)CCCCC1,22%,15%,3%,13,12%,0%,-12%,-7%,-8%
Cc1ccc(/C=C/S(=O)(=O)NCCC(=O)NCc2ccccc2F)cc1,/,23%,/,0,-2%,-4%,/,5%,-7%
Cc1noc(C)c1S(=O)(=O)N(C)C[C@H]1Oc2ccc(NS(=O)(=O)c3ccc(F)cc3)cc2C(=O)N([C@H](C)CO)C[C@@H]1C,/,-11%,/,/,9%,-15%,/,0%,-5%
CC(=O)c1c(C)nn(C(=O)c2cccs2)c1C,4%,2%,0%,2,2%,-9%,-4%,-11%,13%
NC(=O)c1cc([N+](=O)[O-])cc2c1C=Cc1ccccc1O2,-1%,62%[activator],-7%,-11,0%,-5%,7%,-4%,-1%
CC(C)N(C)NC(=S)Nc1ccccc1,-1%,-11%,0%,-9,2%,-4%,0%,-9%,-3%
Cc1c(Cl)ccc2c1NC(=O)[C@]21[C@@H]2C(=O)N(Cc3ccccc3)C(=O)[C@@H]2[C@@H]2CCCN21,?,-2%,-5%,-3,-2%,-16%,?,-15%,-4%
C(=N\Nc1nc2ccccc2[nH]1)/c1cccc2nccnc12,-6%,23%,-4%,-24,0%,6%,-10%,-16%,0%
Cc1ccc(N2C(=O)c3ccc(C(=O)Nc4cccnc4)cc3C2=O)c(C)c1,17%,-6%,-4%,-16,-2%,0%,?,-24%,i
CC(C)c1ccc(/C=N/Nc2cc(N3CCOCC3)nc(N3CCOCC3)n2)cc1,19%,-5%,2%,-21,1%,-17%,-2%,0%,i
Cc1cc(C)n(S(=O)(=O)c2cc(Cl)ccc2Cl)n1,0%,3%,-2%,1,8%,1%,?,-7%,i
CC(C)N1CC=C2C(C#N)=C(N)C(C#N)(C#N)C(c3ccccc3)C2C1 (stereo not given),-1%,31%[activator],1%,-10,-1%,5%,60%[activator],-10%,-9%
Cn1c(N)c(C(=O)COC(=O)/C=C/c2ccccc2)c(=O)n(C)c1=O,/,79%[activator],/,0,2%,-13%,/,-4%,11%
COc1cc2c(cc1OC)CN(CC(=O)Nc1ccccc1C#N)CC2,-7%,13%,0%,2,-2%,-5%,-13%,-18%,-6%
CC(C)CN(C(=O)COC(=O)CCc1c[nH]c2ccccc12)C1CCS(=O)(=O)C1 (stereo not given),-6%,5%,-1%,2,-5%,-13%,3%,-13%,-4%
CC(=O)Nc1ccn(C2CC3OCC(NC(=O)C(NC(=O)OC(C)(C)C)C(C)OCc4ccccc4)C3O2)c(=O)n1 (stereo not given),/,-5%,2%,/,9%,/,1%,-22%,/
CN(C)c1ccc(C(CNC(=O)c2ccccc2Cl)N2CCCC2)cc1 (stereo not given),9%,7%,3%,-3,/,-19%,35%[activator],-6%[60.1 µM],i
C=C(C)C1CC=C(C)/C(=N/NC(=O)COc2cccc(C)c2)C1 (stereo not given),5%,-10%,-2%,-8,-2%,-9%,-2%,3%,-6%
COc1ccc(C(C(=O)NC2CCCC2)N(C(=O)c2ccco2)c2ccc(OC)c(OC)c2)cc1 (stereo not given),-18%,-11%,5%,8,1%,-9%,-6%,-8%,-4%

An excerpt, so the mix of outcomes need not match the whole.
